High-throughput results deposited in PubChem by National Center for Advancing Translational Sciences (NCATS).
AmpC inh no detg: blocks E. coli AmpC beta-lactamase in detergent-free assay; AmpC nitrocefin hydrolysis, absorbance 480 nm, 0.0001% Triton; Potency, µM (highest dose often 57.1 µM), for the others: at the top dose activity change, negative = inhibition, usual class: inhibitors; 0.52% of 330,000 active; AID 485341;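 further: potency means the concentration at half of the fitted maximal effect; plate controls were no compound for no effect and no enzyme for full effect; nearly all actives have a fitted effect of over 20% in size; some results filed as inactive show a strong effect at the top dose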
Target sequence (P00811 whole entry, looked up): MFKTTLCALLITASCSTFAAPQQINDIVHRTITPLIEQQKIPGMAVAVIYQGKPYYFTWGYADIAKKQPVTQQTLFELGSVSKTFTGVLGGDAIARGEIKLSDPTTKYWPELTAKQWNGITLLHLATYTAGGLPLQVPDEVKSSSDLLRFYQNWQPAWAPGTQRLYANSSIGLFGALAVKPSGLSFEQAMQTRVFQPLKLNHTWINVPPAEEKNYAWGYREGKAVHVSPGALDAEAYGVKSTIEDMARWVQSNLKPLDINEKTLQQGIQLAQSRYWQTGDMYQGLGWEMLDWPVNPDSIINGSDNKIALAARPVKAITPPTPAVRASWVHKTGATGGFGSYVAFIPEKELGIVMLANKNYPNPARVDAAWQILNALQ
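AmpC (5.3 nM in the dispensed reagent) in 20 mM phosphate pH 7.0 with 0.01% (detergent screen) or 0.0001% Triton X-100 was preincubated with compounds for 15 min at room temperature. Nitrocefin was then added from an 800 uM solution, and hydrolysis was followed at 480 nm.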
HCMV inh: inhibitors of human cytomegalovirus; HFF cells, HCMV-luciferase reporter, 72 h; hits give low values; activity change, negative = inhibition, % at 57.5 µM; 4.5% of 410,000 active; in the data active means activity change below about -60%; inconclusive means no clear call, values can overlap the other calls; inactive means above about -39%
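Compounds were evaluated in HFFs infected with an HCMV luciferase reporter virus (MOI 1 PFU/cell). Luciferase in lysates collected 72 h post infection served as the replication measure.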
LmPK inh: inhibitors of Leishmania mexicana pyruvate kinase; Q27686; purified LmPK, Kinase-Glo ATP luminescence, 1 h; Potency, µM (doses to about 57.5 µM), without a hit: at the highest dose activity change, negative = inhibition, actives largely listed as inhibitors; 0.37% of 290,000 active; AID 1721; further: potency means the concentration at half of the fitted maximal effect
Target sequence (Q27686 whole entry, looked up): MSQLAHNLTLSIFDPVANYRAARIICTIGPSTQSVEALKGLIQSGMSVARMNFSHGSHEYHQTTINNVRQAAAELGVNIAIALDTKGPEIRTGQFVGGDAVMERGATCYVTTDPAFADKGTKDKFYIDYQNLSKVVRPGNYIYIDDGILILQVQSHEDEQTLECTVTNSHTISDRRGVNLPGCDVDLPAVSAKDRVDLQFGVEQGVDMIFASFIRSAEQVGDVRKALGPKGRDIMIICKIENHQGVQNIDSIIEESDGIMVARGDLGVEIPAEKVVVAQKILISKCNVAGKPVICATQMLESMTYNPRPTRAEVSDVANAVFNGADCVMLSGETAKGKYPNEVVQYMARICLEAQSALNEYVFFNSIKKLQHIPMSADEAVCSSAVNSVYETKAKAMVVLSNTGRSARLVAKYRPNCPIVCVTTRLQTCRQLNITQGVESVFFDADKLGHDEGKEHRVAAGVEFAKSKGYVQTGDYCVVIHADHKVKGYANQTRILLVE
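0.1 nM LmPK, 0.5 mM PEP, 0.1 mM ADP; 50 mM imidazole pH 7.2, 7 mM MgCl2, 50 mM KCl; 1 h RT. Kinase-Glo luminescence readout, normalized to no-enzyme (full inhibition) and uninhibited wells.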
Sm TGR block: S. mansoni TGR enzyme inhibition; Q962Y6; purified TGR, DTNB reduction, TNB absorbance 405 nm; Potency, µM (titrated, usually from 114 µM), for inactives: at the top dose activity change, negative = inhibition, usual class: inhibitors; 3% of 360,000 active; further: potency means the concentration at half of the fitted maximal effect; nearly all actives have a fitted effect of over 60% in size
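Kinetic colorimetric format: TGR-catalysed, NADPH-driven DTNB reduction monitored via TNB absorbance. Enzyme dispensed at 20 nM; compound exposure 15 min at room temperature before reaction start.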
AMA1-RON2 inh: disrupts binding of P. falciparum AMA1 to RON2; AlphaScreen AMA1-biotinylated RON2 peptide binding; Potency, µM (top dose mostly 58.2 µM), without a hit: top-dose activity change, negative = inhibition, actives largely listed as inhibitors; 0.2% of 360,000 active; AID 720542;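 further: potency means the concentration at half of the fitted maximal effect; 0% = vehicle wells and -100% = peptide control; nearly all actives have a fitted effect of over 45% in size; some results filed as inactive show a strong effect at the top dose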
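AMA1 (3D7) with his tag at 25 nM final met compounds first, then biotinylated RON2 peptide at 25 nM; detection used donor plus acceptor beads, 10 µg/mL apiece, read by AlphaScreen after 30 min at room temperature.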
AmpC detergent: inhibitors of E. coli AmpC beta-lactamase with detergent; Potency, µM (series often up to 114 µM), for the others: at the top dose activity change, negative = inhibition, most hits filed as inhibitors; 0.041% of 370,000 active; P00811; AID 485294; AmpC hydrolysis of nitrocefin, absorbance 480 nm, 0.01% Triton;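 further: potency means the concentration at half of the fitted maximal effect; 0% = no-compound wells and -100% = no-enzyme wells; nearly all actives have a fitted effect of over 25% in size; some results filed as inactive show a strong effect at the top dose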
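AmpC (5.3 nM in the dispensed reagent) in 20 mM phosphate pH 7.0 with 0.01% (detergent screen) or 0.0001% Triton X-100 was preincubated with compounds for 15 min at room temperature. Nitrocefin was then added from an 800 uM solution, and hydrolysis was followed at 480 nm.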
Tb PYK inh: blocks Trypanosoma brucei pyruvate kinase; Potency, µM (doses to about 76.8 µM), for the others: at the top dose activity, negative = inhibition, most hits filed as inhibitors; 0.12% of 410,000 active; Q57TT1; AID 624173; TbPYK enzyme, Kinase-Glo Plus ATP luminescence, 45 min; further: potency means the concentration at half of the fitted maximal effect; nearly all actives have a fitted effect of over 50% in size
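T. brucei PYK with substrate was exposed to pin-transferred compounds across a concentration series, then started with 130 uM ADP (final). After 45 min at room temperature, Kinase-Glo Plus luminescence was read, normalized and curve-fitted.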
Starred values were filed as active, the others as inactive; ? = inconclusive; . = no result given; [ ] = remark or other dose. Unless noted, the call rests on the fitted dose curve; in most records, active means well fitted curve in the direction sought with a large enough effect; inconclusive means small, poorly fitted or top-dose-only effect, or another doubt; inactive means no such curve, though single readings can be large; an effect the other way counts as inactive or inconclusive. Unless noted, on the % scale 0 is the no-effect control and ±100 the full control effect.

SMILES	AmpC inh no detg	HCMV inh	LmPK inh	Sm TGR block	AMA1-RON2 inh	AmpC detergent	Tb PYK inh
CCCSc1nc(C)c(CC(=O)OCC)c(=O)[nH]1	-12.7%	2.9	2.6%	0.9%	4.0%	?	1.2%
CC(=O)Nc1ccc(Nc2nc3ccccc3n3cnnc23)cc1	-7.3%	77.5	0.8%	2.3%	-4.4%	-11.1%	-5.6%
C#CCN(C)C(C)Cc1ccccc1 (stereo unspecified)	-2.0%	-35.6	0.9%	3.3%	0.0%	-0.3%	1.7%
COC(=O)c1c(NC(=O)CCCC(=O)O)sc2c1CCCCC2	-21.8%	-34.2	2.0%	-0.9%	-17.4%	-11.6%	3.3%
CCc1ccc2oc(-c3ccc(N)cc3)nc2c1	-13.5%	-27.1	-20.0%	5.8%	-9.0%	?	0.0%
Cc1nc(-c2ccccn2)nc(N2CCOCC2)c1Cl	-11.3%	-10.9	-2.2%	3.3%	81.2%[activator]	12.5%	8.0%
Cc1cccc(NC(=S)NCc2ccccn2)c1	-24.0%	114.9	-7.0%	11.2%	13.9%	2.3%	0.1%
O=C1CSC(c2ccncc2)N1Cc1ccccc1 (stereo unspecified)	-12.0%	-19.5	6.4%	13.8%	6.7%	0.4%	-3.0%
Cc1cc(C)nc(SCCC(=O)Nc2ccccc2C)n1	-16.6%	?	1.9%	-7.7%	2.1%	?	-14.3%
COc1c2ccoc2cc2oc(C)cc(=O)c12	.	-16.7	.	.	-1.6%	.	1.1%
Brc1ccc(-c2csc(N3CCC(c4ccccc4)C3)n2)cc1 (stereo unspecified)	-21.1%	-6.3	1.5%	15.1%	14.0%	-12.2%	-7.8%
CCN(CC)S(=O)(=O)c1cccc(NC(=O)CN2C(=O)NC3(CCOc4ccccc43)C2=O)c1 (stereo unspecified)	-8.9%	-2.7	.	2.5%	-19.9%	?	-7.8%
Cc1ccc(NC(=O)CN(C)C(=O)COc2ncnc3ccc(Br)cc23)cc1	-10.1%	0.0	.	15.2%	-0.8%	2.3%	-0.1%
O=C(NCc1ccccc1)c1cccc2c1C(=O)c1ccc(/C=C/c3ccccc3)cc1S2(=O)=O	-45.7%	?	.	.	-4.2%	.	4.4%
CN(CCc1ccccn1)C(=O)CCc1nnc(CCCc2ccccc2)o1	38.8%	26.7	-6.6%	2.8%	-10.3%	8.3%	1.9%

Compounds from the list above that have an aryl thioether with sulfur outside any ring, in the order listed:
SMILES	AmpC inh no detg	HCMV inh	LmPK inh	Sm TGR block	AMA1-RON2 inh	AmpC detergent	Tb PYK inh
CCCSc1nc(C)c(CC(=O)OCC)c(=O)[nH]1	-12.7%	2.9	2.6%	0.9%	4.0%	?	1.2%
Cc1cc(C)nc(SCCC(=O)Nc2ccccc2C)n1	-16.6%	?	1.9%	-7.7%	2.1%	?	-14.3%

More records:
SMILES	AmpC inh no detg	HCMV inh	LmPK inh	Sm TGR block	AMA1-RON2 inh	AmpC detergent	Tb PYK inh
CC(Oc1ccccc1)C(=O)Nc1nc(-c2ccncc2)cs1 (stereo unspecified)	-28.3%	-18.7	.	-11.3%	7.7%	0.1%	-2.5%
Fc1ccc(-c2cc(-c3nc(-c4cccc(Cl)c4)no3)[nH]n2)cc1	.	-5.3	.	5.2%	.	-6.3%	-3.7%
CCCC(=O)N(CCN1CCOCC1)c1nc2c(F)cc(F)cc2s1	109.3%[activator]	93.9	-8.3%	-23.1%	-5.3%	1.5%	6.1%
Cc1ccc(-n2nc(C)c3c(C(=O)Nc4ccccc4C(F)(F)F)cc(C)nc32)cc1	.	3.7	.	0.8%	.	0.4%	0.9%
CCOc1ccccc1CNC(=O)c1cc2oc3ccccc3c2n1C	-55.9%	-84.9*	4.2%	-1.0%	-17.7%	-5.3%	0.0%
NC1=NC2(CCN(Cc3ccccc3)CC2)n2c(nc3ccccc32)N1	14.9%	21.7	5.1%	2.0%	-9.7%	4.2%	-5.8%
Cc1ccc(C(=O)NC(C)c2ccc(-n3ccnc3)cc2)c(C)c1 (stereo unspecified)	-21.6%	-28.3	-0.2%	-2.4%	6.0%	7.3%	-0.3%
CCOCCCNC(=O)c1cc(Sc2ccc(F)cc2)nc2ccccc12	27.4%	-62.0*	0.3%	-6.7%	15.7%	-5.5%	7.2%
C[C@H](CO)N1C[C@H](C)[C@@H](CN(C)S(C)(=O)=O)Oc2ccc(NS(=O)(=O)c3ccccc3)cc2C1=O	-4.1%	37.1	.	.	8.3%	.	-2.3%
CC(=O)c1cccc(NC(=O)COc2cc(C)on2)c1	-9.7%	-0.4	.	-4.2%	-4.6%	3.2%	2.0%
Cc1c(C(=O)N2CCN(c3ncccn3)CC2)oc2c(Cl)cccc12	92.6%[activator]	?	.	-1.9%	-6.1%	?	-3.0%
O=C(NCc1ccc(Cl)cc1)C(=O)NCC(c1cccnc1)N1CCN(c2ccc(F)cc2)CC1 (stereo unspecified)	51.8%	?	2.4%[11.5 µM]	-9.9%	-19.9%	2.9%	1.9%
COC(=O)c1c(C(=O)OC)c2cccc3cc(-c4ccccc4)c4ccc1c4n32	1.8%	-3.6	4.0%	-29.1%	?	1.9%	-17.6%
Cc1c(C#N)c(=O)oc2ccc3ccccc3c12	-7.2%	39.5	-6.2%	9.9%	-6.8%	-16.8%	-11.3%
O=C(CC(=O)N/N=C/c1c(Cl)cccc1Cl)NCc1cccnc1	-22.2%	?	-5.8%	2.5%	-0.1%	0.6%	-4.2%
CCOC(=O)C1=C(O)CSC1=Nc1ccccc1	-19.1%	-34.1	2.5%	0.0%	5.8%	-12.9%	-0.7%
Cc1cc(C)cc(NC(=O)COC(=O)[C@@H](NC(=O)c2ccco2)C(C)C)c1	8.8%	-9.8	11.0%	-11.7%	-17.7%	3.2%	-7.0%
CC(=O)Nc1ccc(C(=O)CSc2nnnn2C)cc1	-8.8%	-12.3	-1.5%	-12.8%	-7.5%	-2.7%	2.7%
COc1ccc(/C=C2\SC(=S)N(CCC(=O)NC3C=CS(=O)(=O)C3)C2=O)cc1 (stereo unspecified)	-16.0%	-79.7*	3.5%	2.8%	-0.3%	?	-1.7%
COC(=O)C1=C(C(=O)OC)[C@]2([C@H]3CC=CCN[C@@H](Cc4ccccc4)C(=O)N3Cc3ccccc3)C=C[C@H]1O2	.	-31.2	.	.	-9.5%	.	6.1%
Cc1oc2ncn(CC(C)C)c(=O)c2c1C(=O)NCCCN(Cc1ccccc1)C(C)C	.	4.3	.	-0.1%	.	3.2%	-3.4%
Cc1cccc(C)c1NC(=O)CCCSc1nnc(-c2ccc(F)cc2)n1-c1ccccc1	56.6%	-68.7*	-1.0%	0.1%	7.0%	-11.2%	-16.7%
CCCn1c(SCc2ccccc2)nc2c1c(=O)[nH]c(=O)n2C	18.5%	13.6	-1.0%	6.2%	-1.4%	-1.3%	-0.5%
C=CCn1c(SCC(=O)N2CCOCC2)nc(O)cc1=O	-24.4%	10.2	1.5%	-0.7%	-6.9%	?	-2.6%
COc1ccc2c(c1)[N+](C)(C)C(C)(C)C=C2C	-13.9%	-10.9	11.4%	20.5%	-5.8%	-7.2%	?
Nn1c(Cc2ccccc2F)nnc1SCC(=O)N1CC(=O)Nc2ccccc21	-5.1%	19.4	2.2%	-12.5%	-2.9%	-0.6%	1.0%
CC(C)N1C(=O)CC2(CC[N+](C)(CCOC(=O)C(O)(c3ccccc3)c3ccccc3)CC2)C1=O (stereo unspecified)	22.6%	-15.5	-3.1%	-3.4%	0.4%	1.7%	-4.5%
O=C(N=C1c2ccccc2CN1c1ccc(F)c(F)c1)c1cccnc1	9.4%	?	3.9%	44.7µM*	-13.7%	0.9%	-1.2%
Cc1ccc(S(=O)(=O)N2CCC(C(=O)N3CCCCCCC3)CC2)cc1	.	-20.3	.	.	3.0%	.	0.7%
CCc1ccccc1NC(=O)c1ccc(NCCc2ccccc2)c([N+](=O)[O-])c1	-41.8%	-39.5	1.3%	-10.6%	10.4%	-3.0%	0.5%
COc1ccc(NC(=O)CN(C)C(=O)CNC(=O)Cc2cccc3ccccc23)cc1	14.6%	0.4	-3.8%	-18.3%	-13.0%	8.2%	-6.0%
Cc1cccc(NC(=O)/C(C#N)=C\c2ccc(C(=O)O)cc2)c1	-11.5%	-12.7	4.8%	-3.7%	6.6%	4.5%	-6.3%
COc1cc(OC)c(-c2nn3c(-c4cccnc4)nnc3s2)cc1OC	-0.9%	.	0.7%	0.0%	.	-10.3%	.
CN(C(=O)COC(=O)/C=C/c1ccc2c(c1)OCO2)c1c(N)n(Cc2ccccc2)c(=O)[nH]c1=O	1.6%	-33.5	.	3.2%	21.4%	?	-18.1%
C[C@H](CO)N1C[C@H](C)[C@@H](CN(C)C(=O)Nc2ccc3c(c2)OCO3)Oc2c(NS(=O)(=O)c3ccc(F)cc3)cccc2C1=O	136.4%[activator]	-16.7	.	.	6.5%	.	-5.7%
CCN1CCc2c(sc(NC(=O)c3ccc(S(=O)(=O)N4CCCC(C)C4)cc3)c2C(=O)OC)C1 (stereo unspecified)	.	-39.0	.	3.8%	.	-1.8%	0.8%
COc1ccccc1N1CC(C)(C)C(=O)N(C(=O)c2ccc(C)cc2)C1=S	44.0%	-8.3	5.3%	13.6%	-11.0%	-5.8%	2.2%
C=CCn1c(C)nnc1SCC(=O)c1[nH]c(C)c(C(C)=O)c1C	-10.7%	51.0	-0.2%	-3.0%	-4.8%	?	-2.3%
CCN(CC)c1ccc(NC(=O)COC(=O)CCC(=O)c2cccs2)cc1	3.1%	-7.9	.	-20.8%	-20.5%	3.6%	1.9%
Nc1c(C(=O)N/N=C/c2cccnc2)oc2nc(-c3ccccc3)cc(-c3ccco3)c12	-7.7%	-10.4	2.4%	?	50.0%[activator]	-0.7%	-8.7%
Cc1ccc2cc(CCNS(=O)(=O)c3ccc(F)cc3)c(=O)[nH]c2c1C	-3.7%	-0.6	2.2%	-5.2%	0.0%	5.3%	0.3%
Cc1ccc(-c2nnn(Cc3nc(N)nc(N4CCOCC4)n3)n2)cc1	-16.2%	18.3	4.8%	1.2%	-0.8%	2.4%	.

Among those listed so far, 2 have bromine:
SMILES	AmpC inh no detg	HCMV inh	LmPK inh	Sm TGR block	AMA1-RON2 inh	AmpC detergent	Tb PYK inh
Brc1ccc(-c2csc(N3CCC(c4ccccc4)C3)n2)cc1 (stereo unspecified)	-21.1%	-6.3	1.5%	15.1%	14.0%	-12.2%	-7.8%
Cc1ccc(NC(=O)CN(C)C(=O)COc2ncnc3ccc(Br)cc23)cc1	-10.1%	0.0	.	15.2%	-0.8%	2.3%	-0.1%
